Screening results from PubChem.
HCMV antiviral: blocks human cytomegalovirus replication | AID 1259415 | activity change, negative = inhibition, % at 57.5 µM | 410,000 compounds, 4.5% hits | HFF cells, HCMV-luciferase reporter, 72 h; hits give low values; in the data active = activity change below about -60%; inconclusive = no clear call, values can overlap the other calls; inactive = above about -39%
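HFF cells seeded 16 h at 37C, treated with compounds, infected with luciferase-reporter HCMV at MOI 1 PFU/cell; luciferase read at 72 h post infection, normalized to buffer-only and Salinomycin controls.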
FBPA Giardia inh: Giardia lamblia aldolase inhibition. A8B2U2. purified Giardia FBPA. Potency, µM (series often up to 59.6 µM), without a hit: at the top dose activity, negative = inhibition, actives largely listed as inhibitors. 290,000 compounds, 0.71% hits. AID 2451; note: potency is the fitted concentration of half-maximal effect; nearly all actives have a fitted effect of over 55% in size
Target sequence (A8B2U2 whole entry, looked up): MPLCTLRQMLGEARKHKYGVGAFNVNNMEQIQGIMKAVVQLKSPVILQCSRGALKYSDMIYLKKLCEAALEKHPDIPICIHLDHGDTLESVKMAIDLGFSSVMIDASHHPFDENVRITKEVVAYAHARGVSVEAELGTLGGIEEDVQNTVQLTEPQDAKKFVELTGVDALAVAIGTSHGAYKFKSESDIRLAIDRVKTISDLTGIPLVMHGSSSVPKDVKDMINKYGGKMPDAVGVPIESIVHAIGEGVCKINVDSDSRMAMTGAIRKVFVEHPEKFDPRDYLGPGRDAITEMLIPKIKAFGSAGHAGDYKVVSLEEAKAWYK
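Giardia FBPA (40 nM reagent) was preincubated 10 min at RT with compound (up to 57.5 uM final), then substrate plus GAPDH/TPI/NAD/arsenate coupling system with diaphorase/resazurin was added; resorufin fluorescence (525/598 nm) was read after 20 min.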
Sm TGR inh: S. mansoni TGR enzyme inhibition; Q962Y6; purified TGR, DTNB reduction, TNB absorbance 405 nm; Potency, µM (titrated, usually from 114 µM), without a hit: at the highest dose activity change, negative = inhibition, most hits filed as inhibitors; 360,000 compounds, 3% hits; AID 485364; note: potency is the fitted concentration of half-maximal effect; nearly all actives have a fitted effect of over 60% in size
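TGR 20 nM + NADPH 100 uM (dispensed conc.), cpd preinc 15 min RT; start with NADPH (500 uM addition) then DTNB (15 mM addition). Kinetic TNB absorbance, 405 nm filter. Four-parameter Hill fit across titration.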
HCV inh: HCV inhibition. Huh7.5.1 HCVcc-Cre infection, luciferase reporter, 44 h. Potency, µM (titrated, usually from 41.8 µM), inactives show at the highest dose activity change, negative = inhibition, most hits filed as inhibitors. 340,000 compounds, 3.4% hits. AID 651820; note: potency is the fitted concentration of half-maximal effect
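Reporter virus HCVcc-Cre (~0.5 moi) infects cells exposed to compound; seeding density 1,000 cells/well with 4 h settling beforehand. Luminescence, 15 sec read, taken 44 h post-infection following a 15 min RT substrate incubation.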
AmpC detergent: inhibitors of E. coli AmpC beta-lactamase with detergent; P00811; AmpC hydrolysis of nitrocefin, absorbance 480 nm, 0.01% Triton; Potency, µM (series often up to 114 µM), for the others: at the highest dose activity change, negative = inhibition, hits mostly inhibitors; 370,000 compounds, 0.041% hits;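 note: potency is the fitted concentration of half-maximal effect; 0% = no-compound wells and -100% = no-enzyme wells; nearly all actives have a fitted effect of over 25% in size; some results filed as inactive show a strong effect at the top dose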
Target sequence (P00811 whole entry, looked up): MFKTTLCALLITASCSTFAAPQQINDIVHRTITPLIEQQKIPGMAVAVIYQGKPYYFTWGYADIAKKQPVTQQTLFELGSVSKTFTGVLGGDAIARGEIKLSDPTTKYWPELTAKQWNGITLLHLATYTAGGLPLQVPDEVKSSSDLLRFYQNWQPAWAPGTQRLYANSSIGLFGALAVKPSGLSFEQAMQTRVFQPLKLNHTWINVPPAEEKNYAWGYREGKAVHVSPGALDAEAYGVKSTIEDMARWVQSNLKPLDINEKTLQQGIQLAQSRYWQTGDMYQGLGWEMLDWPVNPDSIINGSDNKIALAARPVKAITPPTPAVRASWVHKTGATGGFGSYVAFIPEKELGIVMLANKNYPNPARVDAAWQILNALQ
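AmpC (5.3 nM in the dispensed reagent) in 20 mM phosphate pH 7.0 with 0.01% (detergent screen) or 0.0001% Triton X-100 was preincubated with compounds for 15 min at room temperature. Nitrocefin was then added from an 800 uM solution, and hydrolysis was followed at 480 nm.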
AMA1 RON2 block: inhibitors of Plasmodium falciparum AMA1-RON2 interaction; AID 720542; AlphaScreen AMA1-biotinylated RON2 peptide binding; Potency, µM (doses to about 58.2 µM), without a hit: at the highest dose activity change, negative = inhibition, hits mostly inhibitors; 360,000 compounds, 0.2% hits;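 note: potency is the fitted concentration of half-maximal effect; 0% = vehicle wells and -100% = peptide control; nearly all actives have a fitted effect of over 45% in size; some results filed as inactive show a strong effect at the top dose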
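AMA1 (3D7) with his tag at 25 nM final met compounds first, then biotinylated RON2 peptide at 25 nM; detection used donor plus acceptor beads, 10 µg/mL apiece, read by AlphaScreen after 30 min at room temperature.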
Active calls of the source: *; ? = inconclusive; . = not tested or not shown; [ ] = remark or other dose. Unless noted, calls come from the whole dose curve; as a rule, active = well fitted curve in the direction sought with a large enough effect; inconclusive = small, poorly fitted or top-dose-only effect, or another doubt; inactive = no such curve, though single readings can be large; an effect the other way counts as inactive or inconclusive. Unless noted, % is set by controls: 0 for no effect and ±100 for the full control effect.

SMILES	HCMV antiviral	FBPA Giardia inh	Sm TGR inh	HCV inh	AmpC detergent	AMA1 RON2 block
O=C(Nc1ccccc1N1CCOCC1)c1ccc(S(=O)(=O)NCc2ccco2)cc1	-8	2%	?	-16%	-6%	-12%
CN(C(=O)COC(=O)C12CC3CC(CC(Cl)(C3)C1)C2)C1(C#N)CCCCC1	-21	.	2%	2%	-8%	-4%
Cc1cc(NC(=O)CSc2ncc(CO)n2Cc2ccc(F)cc2)no1	6	.	7%	6%	1%	-12%
COC(=O)c1c(NC(=O)CN2C(=O)NC3(CCC(C(C)(C)C)CC3)C2=O)sc2c1CCCCC2 (centres undefined)	20	0%	-6%	-20%	2%	0%
COc1ccc(C2C(C(=O)Nc3cccnc3)=C(C)Nc3nc(-c4ccco4)nn32)cc1 (centres undefined)	35	0%	50µM*	18%	-14%	-14%
CCn1c(Cn2nnc(-c3ccccc3)n2)nnc1SCC(=O)Nc1cccc(C(C)=O)c1	-12	0%	-12%[11.4 µM]	35µM*	-13%	12%
O=C(COC(=O)c1ccccc1C(=O)c1ccccc1)NCCc1ccc(Cl)cc1Cl	-23	4%	-8%	?	-8%	-4%
COC(=O)CC1Oc2ccccc2-n2cc(-c3ccc(F)cc3)nc21 (centres undefined)	-32	.	2%	.	-4%	.
COc1ccc(OC)c(NC2c3ccccc3C(=O)N2Cc2ccc3c(c2)OCO3)c1 (centres undefined)	-11	-21%	-23%	-18%	?	16µM*
COc1ccc(Br)c(-c2nc(CS(=O)(=O)c3ccc(F)cc3)no2)c1	-37	2%	17%	?	-10%	21%
CNC(=O)C1CC(=O)N(c2ccc(OCC(=O)Nc3ccc(OC)cc3)cc2)C1 (centres undefined)	-3	.	-1%	9%	6%	6%
COC(=O)c1cc(Oc2ccc(S(=O)(=O)N3CCOCC3)cc2[N+](=O)[O-])cc(C(=O)OC)c1	-10	.	0%	-16%	?	0%
O=C(c1cc(-c2cccs2)nc2ccccc12)N1CCN(c2ccccc2O)CC1	9	-13%	-7%	-27%	-2%	-25%
COc1ccc(OC)c(N=Cc2c(O)n(Cc3ccccc3)c(=S)[nH]c2=O)c1	2	?	0%	6%	-4%	-1%
O=C(NCCc1ccccc1)C1CCN(Cc2cc3ccccc3n2Cc2ccccc2)CC1	1	.	4%	.	8%	.
CCN(CCNC(=O)C1CC(=O)N(CCc2ccccc2)C1)c1ccccc1 (centres undefined)	-7	0%	3%	?	-1%	-6%
COc1cccc(/C=N\NS(=O)(=O)c2ccccc2)c1OC	3	.	-6%	-4%	-4%	-10%
O=C(NCc1cccnc1)NC1CCCCC1	21	-5%	0%	16%	-2%	-1%
COc1cccc(C(=O)Nc2ccc3nc(SCc4ccc(C)cc4)sc3c2)c1	-19	.	-2%	.	17%	.
CS(=O)(=O)N1CCCC(C(=O)c2cccc(Cl)c2)C1 (centres undefined)	67	6%	-11%	29%	2%	7%
CC1(c2ccc3noc(-c4ccc(Cl)cc4)c3c2)OCCO1	?	-5%	-28%	-13%	-12%	3%
C=CCn1c(SCC(=O)Nc2ccc3c(c2)OCO3)nnc1-c1ccccc1O	?	-17%	-17%	-21%	0%	7%
COc1cc(Cl)ccc1NC(=S)N(CCCN1CCOCC1)Cc1cn(C)c2ccccc12	-92*	?	-4%	?	?	?
O=C(N1CCCC1)n1c(Cc2ccccc2)nc2ccccc21	17	7%	-3%	-9%	-5%	-9%
CC(=O)N(CCN(C(C)=O)c1ccccc1)c1ccccc1	3	2%	1%	7%	-1%	14%

In the list so far, these have a Cl atom:
SMILES	HCMV antiviral	FBPA Giardia inh	Sm TGR inh	HCV inh	AmpC detergent	AMA1 RON2 block
CN(C(=O)COC(=O)C12CC3CC(CC(Cl)(C3)C1)C2)C1(C#N)CCCCC1	-21	.	2%	2%	-8%	-4%
O=C(COC(=O)c1ccccc1C(=O)c1ccccc1)NCCc1ccc(Cl)cc1Cl	-23	4%	-8%	?	-8%	-4%
CS(=O)(=O)N1CCCC(C(=O)c2cccc(Cl)c2)C1 (centres undefined)	67	6%	-11%	29%	2%	7%
CC1(c2ccc3noc(-c4ccc(Cl)cc4)c3c2)OCCO1	?	-5%	-28%	-13%	-12%	3%
COc1cc(Cl)ccc1NC(=S)N(CCCN1CCOCC1)Cc1cn(C)c2ccccc12	-92*	?	-4%	?	?	?

Sorted by heavy-atom count (high to low): some entries from above.
SMILES	HCMV antiviral	FBPA Giardia inh	Sm TGR inh	HCV inh	AmpC detergent	AMA1 RON2 block
COc1cc(Cl)ccc1NC(=S)N(CCCN1CCOCC1)Cc1cn(C)c2ccccc12	-92*	?	-4%	?	?	?
O=C(COC(=O)c1ccccc1C(=O)c1ccccc1)NCCc1ccc(Cl)cc1Cl	-23	4%	-8%	?	-8%	-4%
O=C(c1cc(-c2cccs2)nc2ccccc12)N1CCN(c2ccccc2O)CC1	9	-13%	-7%	-27%	-2%	-25%
COc1cccc(C(=O)Nc2ccc3nc(SCc4ccc(C)cc4)sc3c2)c1	-19	.	-2%	.	17%	.

(listing goes on)
SMILES	HCMV antiviral	FBPA Giardia inh	Sm TGR inh	HCV inh	AmpC detergent	AMA1 RON2 block
COc1ccc(C(=O)OC(C(=O)c2ccccc2)c2ccccc2)cc1 (centres undefined)	-21	3%	-22%	-17%	1%	-14%
COc1ccccc1-n1c(SCC(=O)Nc2cccc(C)c2)nc2c(c1=O)SCC2	8	-1%	4%	?	?	-16%
COCCn1c(SCC(=O)Nc2cccc(S(N)(=O)=O)c2)nc2ccccc21	14	0%	-23%	0%	-14%	5%
CCc1cc2c(NCC(=O)O)ncnc2s1	-8	3%	2%	3%	?	2%
Cc1ccc2c(c1)C1CN(C)CCC1N2S(=O)(=O)c1cccc(C(F)(F)F)c1 (centres undefined)	?	.	-2%	-27%	3%	-9%
O=C(NCc1ccc(F)cc1)C1CCCN(S(=O)(=O)c2cccc3nonc23)C1 (centres undefined)	-33	.	-21%	15%	-12%	22%
O=C(NCCOC12CC3CC(CC(C3)C1)C2)c1cccc(Br)c1	16	1%	0%	?	?	4%
COc1ccc(OC)c(NC(=O)COC(=O)/C=C/c2c(C)nn(C3CCS(=O)(=O)C3)c2Cl)c1 (centres undefined)	-15	-8%	3%	-22%	-6%	-5%
CCOC(=O)c1sc2ncn(C(CC)C(=O)OC)c(=O)c2c1C (centres undefined)	-7	2%	-1%[11.4 µM]	-3%	-5%	8%
COc1ccc2c(c1)Cc1sc(NC(=O)c3ccccc3C)nc1-2	-26	.	-7%	.	-2%	.
Cc1ccc(-c2ccc(CCC(=O)O)n2CC(=O)O)cc1	.	23%	18µM*	8%	4%	-4%
C=CCn1c(SCC(=O)Nc2cccnc2Cl)nnc1-c1ccccc1F	-65*	0%	0%	-6%	-2%	-2%
COc1ccc(C)cc1S(=O)(=O)N1CCN(S(=O)(=O)c2cc(C(=O)O)ccc2C)CC1	5	-2%	3%	7%	?	0%
CCN(CC)/C(N)=N/c1nc(C)cc(C)n1	-36	-2%	.	30%[activator]	6%	1%
Cc1ccc2c(c1)N(S(=O)(=O)c1ccc(F)cc1)C(C(C)(C)C)CO2 (centres undefined)	13	-2%	4%	7%	-8%	-7%
O=C(COC(=O)CNC(=O)c1ccco1)NCc1ccc(F)cc1	-21	2%	-21%	1%	3%	-1%
Cn1c(N)c(C(=O)COC(=O)c2cc(S(=O)(=O)NCc3ccccc3)ccc2O)c(=O)n(C)c1=O	8	.	.	12%	.	0%[11.6 µM]
Cc1cc(O)c(C(=O)c2cnc3c(c2)COc2ccccc2-3)cc1Cl	-3	.	-4%	.	-5%	.
COc1ccc(NC(=O)CN(c2ccccc2)S(=O)(=O)N(C)C)cc1Cl	48	15%	-9%	-15%	0%	-5%
C=CCC(NC(=O)Cc1ccccc1)C(=O)NCCC (centres undefined)	22	.	-13%	18%	2%	-5%
COc1ccc2c(c1)c(CC(=O)Nc1cccc(S(N)(=O)=O)c1)c(C)n2C(=O)c1ccc(Cl)cc1	-33	-1%	1%	?	?	-3%
CCC(C)Sc1ccc([C@H]2N[C@@](Cc3ccccc3)(C(=O)OC)[C@H]3C(=O)N(CC)C(=O)[C@@H]23)cc1OC (some centres undefined)	3	.	-23%	6%	-10%	7%
CN1/C(=C\C=Nc2ccc3ccccc3c2)C(C)(C)c2ccccc21	.	-5%	-20%	.	2%	.
COc1ccc(N2CCN(C(=O)CCNC(=O)c3ccccc3)CC2)cc1	-26	3%	-3%	6%	-9%	9%
COc1ccccc1NC(c1cccnc1)c1ccc2cccnc2c1O (centres undefined)	-2	?	0%	?	?	-51%
Carrying on.
SMILES	HCMV antiviral	FBPA Giardia inh	Sm TGR inh	HCV inh	AmpC detergent	AMA1 RON2 block
Cc1cccc(N2C(=O)N(Cc3cc(=O)n4ccccc4n3)c3ccccc3S2(=O)=O)c1	?	.	4%	.	5%	.
CCP(=S)(CC)c1ccc(N(C)C)cc1	33	0%	-1%	-4%	-5%	-20%
COc1cccc(C(C(=O)NC2CCCC2)N(CCC(C)C)C(=O)CCC(=O)Nc2cc(C)on2)c1 (centres undefined)	-66*	17%	-4%	-5%	-4%	-5%
C=CCOc1c(Br)cc(CNn2c(C)n[nH]c2=S)cc1OC	16	20%	3%	-24%	6%	72%[activator]
CN1CCN(c2ccc(S(=O)(=O)N3CCOCC3)cc2NC(=O)CC(C)(C)C)CC1	48	.	?	0%	3%	0%
CCNC(=O)COc1ccc(-c2ccccc2)cc1	89	3%	-2%	-4%	-4%	3%
COc1ccccc1NC(=O)Nc1ccc2c(c1)nnn2C	35	-19%	-14%	-1%	1%	-1%
COc1ccc(-c2[nH]c(-c3ccc(F)cc3)nc2SCC(=O)NCc2ccco2)cc1OC	9	-8%	-14%	-13%	?	12%
CC1CC(C)CN(CC(=O)N2CCCc3c2c(=O)oc2ccc(OCc4ccccc4)cc32)C1 (centres undefined)	-7	-1%	1%	11µM*	-6%	-4%
COc1ccc2cc(C(C)C(=O)N3CCC(C)CC3)ccc2c1 (centres undefined)	-9	8%	2%	-23%	1%	-2%
COc1ccc(CC(=O)N2CCN(c3ccccc3F)CC2)cc1OC	-33	8%	1%	11µM*	-21%	-11%
CC1CCCCC12NC(=O)N(CC(=O)NCc1ccccc1Cl)C2=O (centres undefined)	38	.	.	3%	.	-9%
Cc1ccc(NC(=O)Cc2ccc3c(c2)CCCC3)cc1C	110	11%	-13%	-4%	-13%	6%
